CHRM5 PAM = CHRM5 positive allosteric modulation | P08912 | CHO-K1 hM5, Fluo-8 calcium, ACh EC20 PAM; 0% = ACh EC20, 100% = ACh EC100 | activation, % at 3 µM | actives 0.3% (n = 360,000) | AID 624038;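 active = activation above the run cutoff, the mean activation of all test compounds plus 3 SD, cut at about 18% in these data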
Target sequence (P08912 whole entry, looked up): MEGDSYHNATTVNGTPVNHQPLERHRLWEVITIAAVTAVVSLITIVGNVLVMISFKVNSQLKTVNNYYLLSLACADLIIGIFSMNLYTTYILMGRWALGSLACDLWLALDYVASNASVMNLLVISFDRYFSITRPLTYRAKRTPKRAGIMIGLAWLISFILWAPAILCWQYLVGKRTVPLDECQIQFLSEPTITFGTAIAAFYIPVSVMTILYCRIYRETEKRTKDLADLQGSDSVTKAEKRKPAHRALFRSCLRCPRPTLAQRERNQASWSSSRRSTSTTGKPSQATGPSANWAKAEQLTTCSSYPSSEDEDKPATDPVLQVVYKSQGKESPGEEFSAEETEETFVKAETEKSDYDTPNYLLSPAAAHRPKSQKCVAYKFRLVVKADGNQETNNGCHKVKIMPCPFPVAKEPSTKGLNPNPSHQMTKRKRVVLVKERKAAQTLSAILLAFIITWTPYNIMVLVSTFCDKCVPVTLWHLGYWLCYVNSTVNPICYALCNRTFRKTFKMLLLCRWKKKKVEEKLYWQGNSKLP
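Replicates: One well per compound, no replicates | System: Human M5 receptor in CHO-K1 cells | Benchmarks: Low control EC20 acetylcholine (0%), high control EC100 acetylcholine (100%) | Probe or stimulus: Acetylcholine, EC20 level | Times: Fluo-8 loading 80 min at 37 °C plus 30 min room temperature | Signal: Intracellular calcium via Fluo-8 fluorescence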
CHRM1 PAM = positive allosteric modulators of human M1 muscarinic receptor; CHO-K1 hM1, Fluo-8 calcium fluorescence, ACh EC20; 0% = ACh EC20, 100% = maximal ACh; activation, % at 3 µM; P11229; actives 0.088% (n = 360,000); in the data active = activation above about 19%, passing the limit was not always enough
Target sequence (P11229 whole entry, looked up): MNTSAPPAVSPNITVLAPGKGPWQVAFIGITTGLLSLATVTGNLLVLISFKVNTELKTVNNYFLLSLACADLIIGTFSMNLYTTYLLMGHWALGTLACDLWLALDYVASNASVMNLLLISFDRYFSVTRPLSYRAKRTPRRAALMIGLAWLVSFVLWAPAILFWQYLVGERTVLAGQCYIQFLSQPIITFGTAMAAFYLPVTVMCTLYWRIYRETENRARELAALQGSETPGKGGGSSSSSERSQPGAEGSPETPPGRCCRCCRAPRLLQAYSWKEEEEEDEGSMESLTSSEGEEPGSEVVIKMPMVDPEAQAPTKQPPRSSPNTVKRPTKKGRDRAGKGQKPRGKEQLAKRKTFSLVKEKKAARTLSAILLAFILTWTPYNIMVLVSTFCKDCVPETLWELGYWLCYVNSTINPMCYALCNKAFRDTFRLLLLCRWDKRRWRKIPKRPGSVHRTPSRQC
CHRM4 agonist = agonists of human muscarinic M4 receptor (CHRM4); P08173; CHO-K1 hM4/Gqi5, Fluo-8 calcium fluorescence; vehicle 0%, full acetylcholine response 100%; activation, % at 3 µM; actives 0.14% (n = 360,000); AID 624127;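 active = activation above the run mean over all test wells plus 3 SD, cut at about 32% in these data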;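 also: peak over basal fluorescence ratio per well then scaled between controls; 0% = DMSO wells and 100% = acetylcholine at EC100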
M5 ag = CHRM5 agonism in calcium assay; P08912; CHO-K1 hM5 cells, Fluo-8 calcium fluorescence; 0% DMSO wells, 100% maximal acetylcholine response; activation, % at 3 µM; actives 0.19% (n = 360,000); AID 624037;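 active = activation above the run's mean over test compounds plus 3 SD, cut at about 23% in these data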;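 also: signal is peak over basal fluorescence ratio across the kinetic read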
M5 antag = blocks acetylcholine activation of human M5 receptor; CHO-hM5 cells, Fluo-8 calcium fluorescence, ACh EC80; inhibition, % at 3 µM; P08912; actives 0.59% (n = 360,000); AID 624040;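 active = inhibition above a per-plate cutoff, the mean of that plate's test compounds plus 3 SD, cut at about 27% in these data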;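 also: 0% = acetylcholine EC80 with DMSO and 100% = DMSO without agonist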
CHRM4 PAM = potentiates acetylcholine response at human M4 receptor; P08173; CHO-K1 hM4/Gqi5, Fluo-8 calcium fluorescence, ACh EC20; 0% = ACh EC20, 100% = maximal ACh; activation, % at 3 µM; actives 0.4% (n = 360,000); AID 624126;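 active = activation above its plate's cutoff, the mean activation of sample wells plus 3 SD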; also: some results filed as inactive read as strong as hits
CRFR2-BP antag = blocks CRF-induced signaling of the CRF-BP/CRF-R2 complex; HEK293 CRF-R2/CRF-BP, CRF-induced calcium fluorescence; inhibition, % at 11.8 µM; actives 0.59% (n = 350,000); AID 588475;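 active = inhibition of the ligand-induced calcium signal above about 50% at the single tested concentration, limit read from the data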
M4 antag = antagonists of human muscarinic M4 receptor (CHRM4). CHO-hM4 cells, ACh EC80, Fluo-8 calcium fluorescence. actives 0.73% (n = 360,000). P08173. inhibition, % at 3 µM;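 active = inhibition above its plate's cutoff, the mean inhibition of sample wells plus 3 SD, cut at about 27% in these data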;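 also: 0% = acetylcholine EC80 with DMSO and 100% = DMSO without agonist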
CRFR2-BP ag = CRF-BP/CRF-R2 complex agonism. HEK293 CRF-R2/CRF-BP, calcium dye fluorescence (FLIPR); percent of saturating CRF peptide response. activation, % at 13.2 µM. actives 0.46% (n = 350,000);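 active = activation of at least 50%, plus an integration ratio under a set limit after plate pattern correction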;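 also: plate controls were neutral control wells without compound for no effect and CRF at EC100 for full effect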
* marks the source's active call; other numbers are inactive results; · = no result given.

Molecule,CHRM5 PAM,CHRM1 PAM,CHRM4 agonist,M5 ag,M5 antag,CHRM4 PAM,CRFR2-BP antag,M4 antag,CRFR2-BP ag
O=C(NCc1ccccc1Cl)C1CCC(CNc2c(N3CCCCC3)c(=O)c2=O)CC1 (stereo unspecified),3,24,0,-1,-12,10,18,-16,1.0
COc1ccc(C(c2nnnn2CCc2ccccc2)N2CCN(C)CC2)cc1OC (stereo unspecified),4,-6,1,-2,11,13,-11,2,3.2
CCCN1C2CCCC1CC(NC(=O)c1ccc(F)cc1)C2 (stereo unspecified),0,-3,1,-5,0,7,3,2,-0.3
O=C(c1nc2ccc(Cl)cn2c1CN1CCC(CO)CC1)N1CCc2ccccc2C1,0,-2,1,-4,-5,1,36,-2,-2.4
COc1cccc(Nc2nc(C(N)COCc3ccccc3)cs2)n1 (stereo unspecified),-1,11,19,6,9,1,·,-4,·
CCCCNC(=O)C(NS(=O)(=O)c1cccc2nsnc12)c1ccccc1 (stereo unspecified),-2,7,1,-2,3,8,-2,3,-0.7
Cc1cccc(NC(=O)CSCC(=O)N(C)Cc2c(F)cccc2Cl)c1,-7,-10,4,-6,5,-1,-1,1,-0.8
C/C(=N\NC(=O)CCn1nnc2ccccc21)c1cccs1,1,11,0,0,0,6,2,1,-0.8
Cc1ccc(SCCOCCN2CCOCC2)cc1,16,1,1,-4,-5,2,18,1,-1.7
COc1ccc(-c2noc(CCC(=O)NC3CCCC3)n2)cc1,-11,-8,9,0,15,-14,-8,7,0.0
Cc1ccc(CNc2ncnc3[nH]ncc23)cc1,-5,8,5,-3,13,3,2,-8,-2.4
Cc1nn(S(=O)(=O)c2ccc(F)cc2)c(C)c1S(=O)(=O)N1CCCCC1,3,4,-1,-1,7,4,-5,2,-0.6
COc1ccc2nc(/C=N/NC(=O)[C@@H]3CCCN3C(=O)OC(C)(C)C)ccc2c1,3,1,2,-1,13,0,-2,0,0.7
C/C(=N\Nc1ccccc1[N+](=O)[O-])c1ccccc1O,6,20,0,1,9,0,-4,-7,-0.7
COc1cc(-c2nnc(COC(=O)c3cccn3C)o2)cc(OC)c1OC,3,13,4,-1,-7,-2,2,-8,-2.1
CC1(C)O[C@@H]2[C@H](O1)[C@@H](CO)O[C@H]2n1cc(Br)c(=O)[nH]c1=O,13,17,2,4,-10,9,2,-6,-0.6
COc1ccc(NC(=O)Cn2nc(Cc3cccnc3)c3ccccc3c2=O)c(OC)c1,2,-8,1,1,-3,-4,9,2,-2.7
COc1ccc(OC)c(NC(=O)c2c(NC(=O)CNCc3ccco3)sc3c2CCC3)c1,-8,3,1,-1,3,5,25,-3,2.9
Cc1nc(-c2ccc(Cl)cc2)sc1C(=O)O,0,8,1,2,7,5,5,5,-0.4
Cc1cccc(CN2CCC(N3CC(C)OC(C)C3)CC2)c1 (stereo unspecified),1,2,1,-3,3,-8,22,1,1.9

(listing goes on)
Molecule,CHRM5 PAM,CHRM1 PAM,CHRM4 agonist,M5 ag,M5 antag,CHRM4 PAM,CRFR2-BP antag,M4 antag,CRFR2-BP ag
COC(=O)[C@@]12CCCCN1[C@H](c1ccc(SC3CCCCC3)cc1)[C@@H]1C(=O)N(C)C(=O)[C@@H]12,5,7,1,1,-4,15,-9,0,-1.1
O=C(c1cccs1)N1CC=C(c2ccccc2)CC1,-5,19,0,-5,10,2,6,2,-2.3
O=C(NNC(=O)C1CCCO1)c1ccc([N+](=O)[O-])cc1 (stereo unspecified),3,6,1,-2,3,-3,8,1,-1.6
C=CCN(c1ccccc1)S(=O)(=O)c1cccc(C(=O)NCC2CCCO2)c1 (stereo unspecified),-4,4,2,-4,2,4,-2,-8,-0.7
CCOc1ccc(N2CC(C(=O)Nc3ccc4c(c3)OCCO4)CC2=O)cc1 (stereo unspecified),-1,8,1,-1,3,-1,8,2,-1.5
Cc1ccc(-c2ccnc(-c3ccc(O)cc3)n2)cc1,-7,4,-1,-6,-7,13,-28,2,-0.3
COc1ccc(/C=C/C(=O)c2c(O)cc(C)oc2=O)c(OC)c1,3,2,1,-1,6,7,-19,-6,2.1
Cc1ccc(CSc2nc3ccccc3c(=O)n2Cc2ccco2)cc1,2,0,0,1,0,-5,-5,0,-0.7
CCn1cc(Br)c(C(=O)N2CCN(c3ccccc3)CC2)n1,-4,0,2,1,0,4,4,2,-0.8
O=C(OCCCc1ccncc1)c1ccc(S(=O)(=O)N2CCOCC2)cc1,-1,4,7,4,-6,9,2,-11,0.0
OCCCNc1c2ccccc2nc2ccccc12,5,13,2,-4,0,-5,2,-15,6.0
O=C(COC(=O)c1cc(=O)[nH]c(=O)[nH]1)Nc1cccc(S(=O)(=O)N2CCCCC2)c1,3,7,0,2,2,-2,4,3,-3.1
COC(=O)CCCCCNC(=S)Nc1ccc2[nH]c(=O)[nH]c2c1,-3,2,1,-3,-3,9,15,-2,-1.8
CCCc1nc2ccccc2c(=O)n1CC(=O)c1ccc(F)cc1,1,10,-2,-4,-4,-3,2,-7,0.4
Cc1ccc(-n2nc3ccc(NC(=O)c4cccc([N+](=O)[O-])c4C)cc3n2)cc1,14,19,2,3,-22,12,-26,-7,-0.1
O=c1c2ccccc2oc2nc(-c3ccco3)n(-c3ccccc3)c(=O)c12,-6,5,0,-1,11,10,-1,-1,-0.7
NC(=O)C1CCN(C(=O)c2ccc(NS(=O)(=O)c3ccc(F)cc3)cc2)CC1,1,3,1,4,-2,3,12,-5,-1.9
Cc1sc(NC(=O)CN(Cc2ccccc2)C(=O)C2CC2)c(C(N)=O)c1C,-2,-2,3,2,5,-1,18,-2,0.3
O=C1c2ccccc2C(=O)N1CC1CO1 (stereo unspecified),-7,12,2,-3,10,4,-8,-8,-0.3
C=CCOn1c(=O)c(=O)n(OCc2ccccc2)c2ccccc21,-3,2,1,-5,0,-2,0,7,-1.1

Following part.
Molecule,CHRM5 PAM,CHRM1 PAM,CHRM4 agonist,M5 ag,M5 antag,CHRM4 PAM,CRFR2-BP antag,M4 antag,CRFR2-BP ag
COc1ccc(CCN(C)C(=O)CSc2nnc(-c3ccco3)o2)cc1OC,-3,-3,2,-1,3,5,12,-3,-4.0
CCOC(=O)C=Cc1ccc(C(=O)OCC)[nH]1,-1,2,1,5,4,-2,-12,9,0.1
COc1ccc(C2CC(c3ccc(Br)cc3)=NN2C(=O)CSC2=NN3CCCC(=O)N=C3S2)cc1 (stereo unspecified),0,4,1,-3,2,3,0,4,0.5
C=CCNC(=S)N1CCN(CCN=CC2=C(O)CC(c3cccs3)CC2=O)CC1 (stereo unspecified),0,-6,0,-3,-4,0,9,8,1.7
COc1cc(/C=N/NC(=O)c2cccnc2)cc2c1OCO2,-5,9,1,-1,10,2,3,-3,-1.5
CCCNC(=O)c1cc(C2CCCCN2C(=O)c2ccc(NC(C)=O)cc2)on1 (stereo unspecified),2,11,3,1,-5,4,·,-10,·
c1ccc(Nc2nc(NCc3ccco3)c3ccccc3n2)cc1,-4,-17,6,-7,11,-3,-6,3,-0.6
Cc1cc(OCC(=O)OCC(=O)N2CCCCC2)ccc1Cl,3,1,5,1,-8,-5,10,2,-2.0
O=C(c1cc([N+](=O)[O-])ccc1N1CCCCC1)N1CCCC1,-2,2,0,0,10,5,5,0,-0.2
Cc1c(Cl)cccc1NC(=S)NC1CCN(C(C)C)CC1,4,7,1,-6,-3,-9,-15,3,1.5
C=C(C)Cn1c(=O)c2c(nc3n2CC(C)CN3Cc2ccccc2)n(C)c1=O (stereo unspecified),11,5,1,-3,-1,7,88*,-16,-2.1
Cc1ccccc1OCC(O)Cn1c2ccccc2c2ccccc21 (stereo unspecified),3,-1,3,2,-3,7,-40,-7,0.5
NC(=S)Nn1c(CCC(=O)O)ccc1-c1ccccc1,1,10,1,-1,2,19,6,-3,-2.2
OC(CNCc1ccccc1)COCc1ccc(Cl)cc1 (stereo unspecified),2,5,2,0,9,2,-10,3,0.4
O=C(CCl)N(c1ccccc1)C1CCCCC1,-7,2,0,-13,0,-9,9,2,0.2
S=C(Nc1ccc(Cl)c(Cl)c1)NN1CCOCC1,3,6,3,-3,-3,12,5,0,-2.3
CC(=O)Nc1ccc(C(=O)Nc2ccncc2)cc1,7,12,2,3,-2,1,1,-1,-0.6
CCCC(=O)Nc1ccc(Cl)c(NC(=S)NC(=O)c2ccco2)c1,-5,8,4,3,-14,-4,-8,-2,-1.2
COc1ccc(/C=N/NC(=O)c2ccc(Cl)c(S(N)(=O)=O)c2)cc1OCC(N)=O,-1,10,0,-3,11,-5,5,-7,-1.9
CCOc1c(Cl)cc(CNCC(C)C)cc1Cl,-1,12,1,-2,1,14,-17,3,-1.0

New compounds follow:
Molecule,CHRM5 PAM,CHRM1 PAM,CHRM4 agonist,M5 ag,M5 antag,CHRM4 PAM,CRFR2-BP antag,M4 antag,CRFR2-BP ag
Cc1ccc(NC(=O)c2ccc([N+](=O)[O-])o2)cc1C,4,10,3,3,-17,11,11,-5,-0.6
COC(=O)C1=C(N)Oc2cc(C)n(Cc3ccco3)c(=O)c2C1c1cccc(Cl)c1 (stereo unspecified),-1,4,-1,-5,-1,-5,-11,12,0.2
CCOc1ccc(/C=C2\SC(=S)N(CC(=O)Nc3ccccn3)C2=O)cc1,-5,0,-1,-3,17,-3,-5,4,1.8
O=C1OCC/C1=C\c1ccccc1,-3,2,27,-3,4,-3,15,6,-0.2
Cc1cn([C@H]2C[C@H](O)[C@@H](CNS(=O)(=O)c3ccc(NS(=O)(=O)N(C)C)cc3)O2)c(=O)[nH]c1=O,0,-3,0,1,1,-3,-5,5,1.4
Oc1ccccc1-c1nc(N2CCN(Cc3ccccc3)CC2)c2ccccc2n1,-3,4,0,-3,1,-4,-3,-3,2.5
CCn1c(SCC(=O)NCc2ccc3c(c2)OCO3)nnc1-c1c[nH]c2ccccc12,0,8,3,-1,4,-2,8,2,-1.3
N#CCCN(C(=O)Nc1ccc(Cl)c(Cl)c1)c1ccccc1,-12,-8,12,-3,19,-6,-22,5,-1.4
CCC(=O)NCc1csc(-c2cccs2)n1,9,3,1,1,0,8,17,2,-2.0
C[C@H](CO)N1C[C@H](C)[C@H](CN(C)C(=O)c2ccccc2)OCc2cnnn2CCCC1=O,-1,8,1,0,5,5,0,-9,-0.7
Cc1cccc(C)c1NC(=O)CNC(=O)c1ccc(NS(=O)(=O)c2ccc3[nH]c(=O)[nH]c3c2)cc1,2,7,0,2,3,6,5,4,-0.7
Cc1ccc(NC(=O)c2cnn(-c3ccccc3)c2NC(=O)c2ccco2)cc1C,1,0,3,-1,2,11,24,-2,1.8
O=C(NCc1ccc2c(c1)OCO2)C1CCN(S(=O)(=O)N2CCCCC2)CC1,-8,2,2,0,1,-6,28,-5,-1.1

Four entries from above in another layout.
Order of results: CHRM5 PAM | CHRM1 PAM | CHRM4 agonist | M5 ag | M5 antag | CHRM4 PAM | CRFR2-BP antag | M4 antag | CRFR2-BP ag
CCn1c(SCC(=O)NCc2ccc3c(c2)OCO3)nnc1-c1c[nH]c2ccccc12
→ 0 | 8 | 3 | -1 | 4 | -2 | 8 | 2 | -1.3
N#CCCN(C(=O)Nc1ccc(Cl)c(Cl)c1)c1ccccc1
→ -12 | -8 | 12 | -3 | 19 | -6 | -22 | 5 | -1.4
CCC(=O)NCc1csc(-c2cccs2)n1
→ 9 | 3 | 1 | 1 | 0 | 8 | 17 | 2 | -2.0
C[C@H](CO)N1C[C@H](C)[C@H](CN(C)C(=O)c2ccccc2)OCc2cnnn2CCCC1=O
→ -1 | 8 | 1 | 0 | 5 | 5 | 0 | -9 | -0.7

Source: PubChem
